Source: PubChem (National Center for Advancing Translational Sciences (NCATS))
HTT cytoprotect: qHTS Multiplex Assay to Identify Dual Action Probes in a Cell Model of Huntington: Cytoprotection (ATP). PC12 HTT-Q103 induced, cytoprotection, ATP luminescence, 40 h. Potency, µM (titrated, usually from 56.4 µM), for the others: cytoprotection (ATP increase), usual class: activators. 230,000 compounds, 0.14% hits;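 also: % of control where 0% means no effect; nearly all actives have a fitted effect of over 45% in size; toxic huntingtin expression switched on by the ecdysone agonist tebufenozide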
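Cells were plated at 1500 per well in phenol red-free DMEM with 5% equine and 5% calf serum. Tebufenozide (100 nM final) and compounds were added, then ATPlite reagent, and luminescence was read.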
JMJD2E inh: qHTS Assay for Inhibitors of Human Jumonji Domain Containing 2E (JMJD2E); 230,000 compounds, 1.6% hits; AID 2147, 2009; JMJD2E catalytic domain, FDH-coupled NADH fluorescence (FDH is formaldehyde dehydrogenase); Lysine-specific demethylase 4E (Homo sapiens), B2RXH2; Potency, µM (top dose mostly 57.1 µM), without a hit: top-dose activity change, negative = inhibition, usual class: inhibitors; active = well fitted inhibition curve with a large enough effect, not every such curve was filed as active; inconclusive = small, poorly fitted or top-dose-only effect, or another doubt; inactive = no such curve, though single readings can be large or run the other way;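 also: 0% = wells with enzyme and -100% = buffer wells without enzyme; nearly all actives have a fitted effect of over 50% in size; many of its hits are not listed in these tables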
Target sequence (B2RXH2 1-337 limits assumed): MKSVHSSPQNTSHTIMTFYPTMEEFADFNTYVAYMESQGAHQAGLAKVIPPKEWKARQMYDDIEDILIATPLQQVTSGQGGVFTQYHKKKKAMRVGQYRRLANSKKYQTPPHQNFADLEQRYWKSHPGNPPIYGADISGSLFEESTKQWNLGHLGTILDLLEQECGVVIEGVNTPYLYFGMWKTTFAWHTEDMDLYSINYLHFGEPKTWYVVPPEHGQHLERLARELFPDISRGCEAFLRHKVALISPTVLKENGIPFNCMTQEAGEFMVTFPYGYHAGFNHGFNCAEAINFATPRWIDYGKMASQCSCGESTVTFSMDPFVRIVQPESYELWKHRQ
ALDH1A1 inh: qHTS Assay for Inhibitors of Aldehyde Dehydrogenase 1 (ALDH1A1). Aldehyde dehydrogenase 1A1 (Homo sapiens), P00352. Purified ALDH1A1, NADH fluorescence, propionaldehyde substrate. Potency, µM (series often up to 75.3 µM), inactives show at the top dose activity, negative = inhibition, actives largely listed as inhibitors. 220,000 compounds, 7.3% hits. AID 1030, 2008; active = well fitted inhibition curve with a large enough effect, not every such curve was filed as active; inconclusive = small, poorly fitted or top-dose-only effect, or another doubt; inactive = no such curve, though single readings can be large or run the other way;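 also: plate controls were no enzyme wells and a reference inhibitor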
Target sequence (P00352 whole entry, looked up): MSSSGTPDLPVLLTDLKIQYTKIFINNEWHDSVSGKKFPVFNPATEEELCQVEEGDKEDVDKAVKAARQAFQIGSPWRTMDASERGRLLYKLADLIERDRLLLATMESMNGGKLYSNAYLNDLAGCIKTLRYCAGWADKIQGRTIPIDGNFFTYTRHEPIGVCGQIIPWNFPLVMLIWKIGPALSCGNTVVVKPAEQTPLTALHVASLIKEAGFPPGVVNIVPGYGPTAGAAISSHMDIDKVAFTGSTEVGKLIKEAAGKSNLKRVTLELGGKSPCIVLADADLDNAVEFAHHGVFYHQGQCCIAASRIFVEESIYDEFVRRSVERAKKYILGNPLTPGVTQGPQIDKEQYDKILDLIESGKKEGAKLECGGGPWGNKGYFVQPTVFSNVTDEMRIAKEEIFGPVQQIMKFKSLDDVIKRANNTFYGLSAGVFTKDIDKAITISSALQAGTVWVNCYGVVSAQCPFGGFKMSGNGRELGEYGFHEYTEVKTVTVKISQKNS
HTT aggregate: qHTS Multiplex Assay to Identify Dual Action Probes in a Cell Model of Huntington: Aggregate Formation (GFP); Potency, µM (titrated, usually from 46.1 µM), inactives show top-dose activity change, negative = inhibition, most hits filed as inhibitors; 220,000 compounds, 1.1% hits; PC12 HttQ103-GFP aggregates, Acumen cytometry, 40 h; also: % is scaled to controls: 0 for no effect and ±100 for the full control effect; nearly all actives have a fitted effect of over 60% in size
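Aggregates are detected as GFP objects 1–25 µm with signal 6 STDEV over background in lysates of induced PC12 cells. These carry Huntingtin exon 1 with 103 glutamines fused to GFP under an ecdysone promoter; compounds titrated.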
Tau fluor counter: Counterscreen qHTS for Inhibitors of Tau Fibril Formation, Fluorescence Polarization. Potency, µM (titrated, usually from 57.7 µM), without a hit: top-dose activity change, negative = decrease. 280,000 compounds, 0.93% hits. AID 1463, 2008. tau K18 P301L Alexa594 fluorescence, heparin fibrillization; also: % is scaled to controls: 0 for no effect and ±100 for the full control effect; nearly all actives have a fitted effect of over 55% in size
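Human tau K18 P301L (15 uM unlabeled, 0.24 uM Alexa 594-labeled) in 100 mM sodium acetate pH 7 with 20 uM heparin, 6 hr at 37 C. ThT 30 uM added, 1 hr ambient; Alexa 594 FP and total fluorescence read at 555/632 nm.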
Tau FP inhib: qHTS for Inhibitors of Tau Fibril Formation, Fluorescence Polarization. K18 P301L tau heparin fibrillization, Alexa594 FP, 6 h. AID 1468, 2008. Microtubule-associated protein tau (Homo sapiens), P10636. 280,000 compounds, 0.39% hits. Potency, µM (doses to about 57.7 µM), inactives show at the highest dose activity, negative = inhibition, hits mostly inhibitors; also: % is scaled to controls: 0 for no effect and ±100 for the full control effect; nearly all actives have a fitted effect of over 55% in size
Target sequence (P10636 561-689 P618L limits assumed): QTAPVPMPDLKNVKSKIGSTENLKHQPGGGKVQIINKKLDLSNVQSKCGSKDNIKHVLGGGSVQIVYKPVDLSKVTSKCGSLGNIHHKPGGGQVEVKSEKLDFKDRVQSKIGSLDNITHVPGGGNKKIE
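Recombinant K18 P301L […], labeled with Alexa 594 at 0.24 uM over 15 uM unlabeled; heparin inducer 20 uM final; 37 C, 6 hr; FP endpoint.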
Tau ThT inhib: qHTS for Inhibitors of Tau Fibril Formation, Thioflavin T Binding | Microtubule-associated protein tau (Homo sapiens), P10636 | AID 1460, 2008 | 270,000 compounds, 2.1% hits | recombinant tau K18 P301L (four-repeat tau fragment), heparin-induced fibrillization, ThT fluorescence | Potency, µM (titrated, usually from 57.4 µM), for inactives: at the highest dose activity, negative = inhibition, usual class: inhibitors; also: % is scaled to controls: 0 for no effect and ±100 for the full control effect; nearly all actives have a fitted effect of over 55% in size
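Recombinant human tau K18 fragment […] carrying P301L, 15 uM unlabeled plus 0.24 uM Alexa 594-labeled, was fibrillized with 20 uM heparin in 100 mM sodium acetate pH 7 for 6 hr at 37 C; 30 uM ThT fluorescence read after 1 hr.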
SMN2 splice up: qHTS Assay for Enhancers of SMN2 Splice Variant Expression | Potency, µM (doses to about 46.1 µM), for inactives: at the highest dose activity change, positive = activation, hits mostly activators | HEK293 SMN2-luciferase splicing reporter, luminescence, 30-36 h | 210,000 compounds, 2.8% hits; also: % of control where 0% means no effect; nearly all actives have a fitted effect of over 55% in size
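HEK293 cells carry an SMN2 […]–luciferase reporter in which exon 7 inclusion puts luciferase in frame. Cells were plated 10-12 h before compound addition, then incubated 30-36 h at 37C. ONE-Glo luminescence was read; sodium butyrate at 4.5 mM final served as control.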
* marks the source's active call; other numbers are inactive results; ? = inconclusive; . = no result given; [ ] = dose if it differs, or a comment. Unless noted, calls follow the shape of the dose curve; as a rule, active = well fitted curve in the direction sought with a large enough effect; inconclusive = small, poorly fitted or top-dose-only effect, or another doubt; inactive = no such curve, though single readings can be large; an effect the other way counts as inactive or inconclusive. Potency is read from the fitted curve at half-maximal effect.

item	Structure	HTT cytoprotect	Tau fluor counter	ALDH1A1 inh	JMJD2E inh
1	O=C(Nc1ccc(F)cc1)c1ncn(-c2ccccc2)n1	.	-2%	.	.
2	COc1cccc(C(C(=O)NC2CCCCC2)N(CCN2CCOCC2)C(=O)C2COc3ccccc3O2)c1 (stereo not given)	3%[10 µM]	-7%	1%	8%
3	CC1(C)CC(=O)C2=C(C1)Nc1ccccc1NC2	-6%	2%	-9%	1%
4	O=C(Oc1ccccc1N1C(=O)C2CC=CCC2C1=O)c1ccc(Br)cc1 (stereo not given)	2%[10 µM]	-21%	4%	-4%
5	COC(=O)C1=CN(Cc2ccc(OC)cc2)C=C(C(=O)OC)C1c1cccs1	-2%[10 µM]	-29%	?	?
6	O=C(NCCN1CCOCC1)NC1(C(F)(F)F)Oc2ccc(Cl)cc2O1 (stereo not given)	-27%[10 µM]	-15%	5%	3.2µM*
7	COCCN(C(=S)Nc1cc(C)cc(C)c1)C(C)c1ccco1 (stereo not given)	?	-16%	12%	-1%
8	CCOc1ccc2[nH]c(S(=O)(=O)CC)nc2c1Cl	-10%	0%	11%	-4%
9	O=C(CN1CCN(c2ccc(O)cc2)CC1)NC(c1ccccc1)c1ccccc1	-19%[10 µM]	?	13µM*	-4%
10	Cc1nnc(SCC(=O)NNC(=O)c2ccccc2)n1-c1ccccc1	4%[10 µM]	-4%	0%	1%
11	CCOCCCNC(=O)C(NC(=O)c1ccccc1O)c1ccccc1 (stereo not given)	-2%	-7%	?	?
12	CCOc1ccc2c(c1)C(C)=CC(C)(C)N2C(=O)Nc1ccccc1F	-3%[10 µM]	-13%	?	?
13	O=C(CSc1ccc(-c2ccco2)nn1)NCc1ccccc1Cl	7%[10 µM]	2%	?	?
14	CCc1nnc(NC(=O)CSc2nnc(-c3ccc(S(=O)(=O)N4CCCC4)cc3)n2CC)s1	3%[10 µM]	2%	?	5%
15	COC(=O)CSc1nc2ccc(N)cc2s1	-19%	-20%	?	-18%

item	HTT aggregate	Tau FP inhib	Tau ThT inhib	SMN2 splice up
1	.	0%	-13%	14µM*
2	-4%[9.22 µM]	6%	-7%	.
3	17%	6%	4%	5%
4	0%	3%	-16%	0%
5	-4%[9.22 µM]	0%	?	.
6	?	-13%	?	?
7	-3%	-3%	-11%	-19%
8	-1%	-2%	-3%	-9%
9	9%	-5%	?	6%
10	7%	-3%	10%	-14%
11	-12%	-5%	-3%	.
12	?	-17%	?	4%
13	-4%	3%	-5%	0%
14	-32%	-1%	2%	-16%
15	-1%	-2%	?	1%

New compounds follow
item	Structure	HTT cytoprotect	Tau fluor counter	ALDH1A1 inh	JMJD2E inh
16	O=C1S/C(=C/c2ccccc2)C(=O)N1CC(O)Cn1c2ccccc2c2ccccc21 (stereo not given)	?	-14%	0%	-19%
17	Cc1cccc(NC(=S)N(CCCN2CCOCC2)Cc2cn(C)c3ccccc23)c1	-39%[10 µM]	-24%	?	-3%
18	O=C(c1cc(-c2cccnc2)nc2ccccc12)N1CCCc2ccccc21	-20%[10 µM]	-7%	-1%	-3%
19	C/C(=N\NC(=S)NCC(C)(C)C)c1cc(F)cc(F)c1O	2%[10 µM]	?	-8%	-29%
20	O=C(C1CCC1)N1CCc2cc(S(=O)(=O)Nc3ccc4c(c3)OCO4)ccc21	20%[10 µM]	-27%	-8%	-3%
21	CCOC(=O)c1ccccc1NC(=O)N[C@@H](C)C(=O)OC	7%	0%	?	?
22	CCn1ncc(NC(=S)Nc2ccc3c(c2)OCO3)c1C(N)=O	.	-10%	?	-5%
23	Cc1cccc(C)c1NC(=O)CN1C(=O)N(C)Cc2ccccc21	-4%	1%	9%	-15%
24	CN(CC(=O)OCC(N)=O)S(=O)(=O)c1ccc(Cl)cc1	?	2%	6%	-2%
25	O=C(Nc1ccc(NC(=O)c2ccc(Br)cc2)c(Cl)c1)c1ccc(Br)cc1	.	?	.	.
26	CCc1ccc(NC(=O)CN2C(=O)C(c3ccc(C)cc3)=NC23CCCCC3)cc1	.	-11%	.	.
27	COc1ccc(C)cc1NC(=O)CSc1nnc(COc2ccccc2)n1Cc1ccco1	-9%[0.074 µM]	-15%	-12%	-2%
28	CN1C(=O)NC2C1N(S(C)(=O)=O)CCN2S(C)(=O)=O (stereo not given)	6%	3%	5%	-8%
29	Cc1cc(Cl)ccc1C(=O)C1CCCN(C(=O)c2snnc2C)C1 (stereo not given)	-2%[10 µM]	-15%	?	?
30	CCOC(=O)c1c(C)c(C(=O)N2CCCCCC2)c(C)n1CC	-13%[10 µM]	8%	0%	-3%

item	HTT aggregate	Tau FP inhib	Tau ThT inhib	SMN2 splice up
16	?	?	-11%	9%
17	8.9µM*	2%	-4%	-11%
18	2%	4%	-5%	-7%
19	-20%[9.22 µM]	3%	-9%	.
20	?	6%	?	-85%[inhibitor]
21	-10%	8%	1%	-63%[inhibitor]
22	0%	-6%	?	8%
23	1%	2%	-5%	-11%
24	0%	4%	1%	-11%
25	.	8%	?	9%
26	.	-15%	0%	-9%
27	7%	-3%	?	-28%
28	11%	-3%	1%	7%
29	-5%[9.22 µM]	-9%	-6%	.
30	-1%	1%	4%	0%

Additional structures:
item	Structure	HTT cytoprotect	Tau fluor counter	ALDH1A1 inh	JMJD2E inh
31	CN(C(=O)CCn1c(=S)oc2ccccc21)c1ccc(F)cc1	-20%	-7%	2%	1%
32	Cc1c([N+](=O)[O-])c(C(=O)Nc2ccc3c(c2)OCCO3)nn1C	-44%[inhibitor]	2%	?	-10%
33	COc1ccc(O)c(-c2[nH]ncc2C(=O)c2ccccc2C)c1	2%	-11%	13µM*	-5%
34	COc1ccccc1CNc1ccnc(-c2ccc3c(c2)OCO3)n1	3%	-30%	0%	?
35	COCCNC(=O)COc1ccc(Nc2ccccc2)cc1	-20%[10 µM]	-26%	3%	8%
36	O=C(NC1C/C(=N/O)c2cc3c(cc21)OCO3)C(F)(F)F (stereo not given)	4µM*	-4%	2%	4%
37	O=C(O)c1cc(-c2ccccc2)n(-c2ccc(Cl)cc2)n1	8%	-4%	-22%	8%
38	O=C(c1cn[nH]c1)N1CCc2c([nH]c3ccccc23)C1c1c(F)cccc1Cl (stereo not given)	7%[10 µM]	-24%	-7%	-9%
39	CNC(=O)COc1ccc(S(=O)(=O)Nc2ccc(C)cc2)cc1	22%[10 µM]	7%	.	13%
40	O=C(/C=C/c1ccc(Cl)cc1)NCc1ccco1	3%[10 µM]	0%	1%	5%
41	CCOc1ccc(C(=O)Nc2ccc(S(=O)(=O)N3CCOCC3)cc2)cc1OCC	-20%[10 µM]	-24%	-13%	?
42	CCCCCC(=O)Nc1ccc(Cc2ccncc2)cc1	-13%[1.9 µM]	-9%	3%	5%
43	Cc1ccc(Oc2cc(C)nc(-c3ccccc3O)n2)cc1	-16%[10 µM]	-22%	0%	-6%
44	O=C(N/N=C/c1ccccc1[N+](=O)[O-])c1cnccn1	18%[10 µM]	-7%	.	3%
45	CCOC(=O)CSc1c(-c2ccccc2)c2cc(Cl)ccc2[nH]c1=O	13%[10 µM]	-18%	?	-15%
46	COc1cc(NS(=O)(=O)c2ccc(NC(C)=O)cc2)ncn1	-9%	-2%	19%	6%
47	O=C(C1CCCCN1S(=O)(=O)c1ccccc1)N1CCN(Cc2ccccc2)CC1 (stereo not given)	5%	-4%	-7%	5%
48	CC(/C=N/NC(=O)c1cccnc1)=C\c1ccccc1	-108%[inhibitor]	-11%	-2%	2%

item	HTT aggregate	Tau FP inhib	Tau ThT inhib	SMN2 splice up
31	-19%	-4%	-7%	-14%
32	?	-3%	5%	13µM*
33	-24%	2%	-10%	-9%
34	.	-5%	-10%	16%
35	15%	-1%	-12%	-10%
36	?	-12%	-4%	2%
37	2%	-3%	-8%	4%
38	17%[9.22 µM]	-11%	?	.
39	-2%[9.22 µM]	-1%	.	.
40	12%	-1%	-3%	24%
41	-15%	-10%	1%	-6%
42	-25%	-7%	-9%	-5%
43	4%[9.22 µM]	?	?	-18%
44	-4%[9.22 µM]	2%	-9%	.
45	17%	-8%	-7%	14%
46	9%	7%	-3%	-9%
47	1%	2%	-4%	-8%
48	10%	6%	-7%	.

Random excerpt: five entries already listed.
item	Structure	HTT cytoprotect	Tau fluor counter	ALDH1A1 inh	JMJD2E inh
32	Cc1c([N+](=O)[O-])c(C(=O)Nc2ccc3c(c2)OCCO3)nn1C	-44%[inhibitor]	2%	?	-10%
47	O=C(C1CCCCN1S(=O)(=O)c1ccccc1)N1CCN(Cc2ccccc2)CC1 (stereo not given)	5%	-4%	-7%	5%
38	O=C(c1cn[nH]c1)N1CCc2c([nH]c3ccccc23)C1c1c(F)cccc1Cl (stereo not given)	7%[10 µM]	-24%	-7%	-9%
36	O=C(NC1C/C(=N/O)c2cc3c(cc21)OCO3)C(F)(F)F (stereo not given)	4µM*	-4%	2%	4%
43	Cc1ccc(Oc2cc(C)nc(-c3ccccc3O)n2)cc1	-16%[10 µM]	-22%	0%	-6%

item	HTT aggregate	Tau FP inhib	Tau ThT inhib	SMN2 splice up
32	?	-3%	5%	13µM*
47	1%	2%	-4%	-8%
38	17%[9.22 µM]	-11%	?	.
36	?	-12%	-4%	2%
43	4%[9.22 µM]	?	?	-18%

An excerpt; count on the stated rates, not on these rows.
